# Bioassay records (PubChem BioAssay)
# GRK2 inh: human GRK2 inhibition via aptamer displacement; P25098; hit rate 0.59% among 330,000; inhibition of aptamer binding, % at 10 µM; AID 488847; bead flow cytometry, FAM-aptamer displacement from GRK2;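 active = inhibition of aptamer binding above 40%, roughly 3 SD of noise, on plates passing a quality check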;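 note: median bead fluorescence of bound FAM aptamer so fluorescent compounds give negative values; no value below 0 was filed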
# GLD-1 TGE inh: GLD-1-TGE RNA interaction inhibition (C. elegans); Q17339; purified GLD-1 + fluorescein TGE RNA, fluorescence polarization; inhibition, % at 5.96 µM; hit rate 0.44% among 320,000; AID 2280;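 active = percent inhibition above a per-plate cutoff, the plate mean of test compounds plus 3 SD, cut at about 30% in these data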;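 note: 0% = DMSO wells with GLD-1 and probe and 100% = wells lacking GLD-1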
# BCLXL inh: Bcl-xL (human) inhibition; GST-Bcl-xL / FITC-Bim BH3 peptide fluorescence polarization; inhibition, % at 10.9 µM; hit rate 0.7% among 320,000; AID 2129;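 active = inhibition above the mean of all tested compounds plus 3 SD, cutoff set per campaign, cut at about 30% in these data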;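 note: 0% = DMSO wells and 100% = unlabeled Bim-BH3 peptide competitor; inhibitors lower millipolarization by displacing the labeled peptide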
# Target sequence (Q07817 whole entry, looked up): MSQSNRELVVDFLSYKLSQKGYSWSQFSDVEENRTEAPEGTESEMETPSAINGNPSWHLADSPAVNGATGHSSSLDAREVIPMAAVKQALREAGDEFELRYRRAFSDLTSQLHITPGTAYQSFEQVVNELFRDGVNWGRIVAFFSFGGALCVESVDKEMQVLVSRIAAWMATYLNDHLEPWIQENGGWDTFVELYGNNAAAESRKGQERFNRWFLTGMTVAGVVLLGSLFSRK
# MCL1-BIM inh: disrupts human MCL1 binding to BIM-BH3 peptide. inhibition, % at 10.9 µM. GST-MCL1 / FITC-Bim-BH3 fluorescence polarization. hit rate 0.68% among 320,000;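 active = inhibition above the mean inhibition of all tested compounds plus 3 SD, set per campaign, cut at about 40% in these data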;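 note: 0% = DMSO wells and 100% = unlabeled Bim-BH3 peptide control; higher means more loss of mP so more displacement of Bim peptide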
# Target sequence (Q07820 whole entry, looked up): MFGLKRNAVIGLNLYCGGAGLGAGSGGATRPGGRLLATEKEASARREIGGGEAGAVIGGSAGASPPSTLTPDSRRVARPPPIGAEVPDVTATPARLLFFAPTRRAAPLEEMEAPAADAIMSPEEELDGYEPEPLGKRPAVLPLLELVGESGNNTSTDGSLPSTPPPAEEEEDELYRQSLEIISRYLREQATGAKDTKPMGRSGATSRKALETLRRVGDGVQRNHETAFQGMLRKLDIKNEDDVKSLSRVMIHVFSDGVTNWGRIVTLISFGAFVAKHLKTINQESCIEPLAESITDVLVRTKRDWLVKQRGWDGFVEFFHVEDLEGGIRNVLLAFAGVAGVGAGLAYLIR
# VLA-4 inh: inhibition in a human VLA-4 binding assay. P13612. VLA-4 expressing cells, ligand binding flow cytometry. inhibition, % (about 7 µM as worked out from the volumes in the protocol). hit rate 0.2% among 330,000. AID 2557; in the data active = inhibition above about 50%
# CIT2-GFP yeast: modulators of TOR pathway CIT2-GFP in S. cerevisiae; AID 2029; hit rate 0.065% among 320,000; S. cerevisiae CIT2-GFP strain, flow cytometry, 3 h; 100 means same as DMSO wells; GFP response vs DMSO, % at 10 µM;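 active = GFP response relative to DMSO above a set limit, near the screen mean plus 3 SD, cut at about 150% in these data; inconclusive = Fewer than 70 cells measured for a yeast strain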;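 note: ratio of well median GFP fluorescence to mean of DMSO wells on the plate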
# MEX-5 binding: C. elegans MEX-5 TCR-2 RNA binding activity; AID 1832; hit rate 0.38% among 300,000; MEX-5/FITC-TCR2 RNA binding, fluorescence polarization; active compounds read low; Q9XUB2; activity score (negative = inhibition of binding), % at 10 µM;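 active = inhibition past about -25% in most replicates, and total fluorescence under double the plate's negative control median, limit read from the data; inconclusive = replicates evenly split on the limit, or fluorescence at least double controls; inactive = too little inhibition in most replicates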;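 note: 0% = DMSO and -100% = 5 µM competing unlabeled TCR2 RNA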
# Target sequence (Q9XUB2 whole entry, looked up): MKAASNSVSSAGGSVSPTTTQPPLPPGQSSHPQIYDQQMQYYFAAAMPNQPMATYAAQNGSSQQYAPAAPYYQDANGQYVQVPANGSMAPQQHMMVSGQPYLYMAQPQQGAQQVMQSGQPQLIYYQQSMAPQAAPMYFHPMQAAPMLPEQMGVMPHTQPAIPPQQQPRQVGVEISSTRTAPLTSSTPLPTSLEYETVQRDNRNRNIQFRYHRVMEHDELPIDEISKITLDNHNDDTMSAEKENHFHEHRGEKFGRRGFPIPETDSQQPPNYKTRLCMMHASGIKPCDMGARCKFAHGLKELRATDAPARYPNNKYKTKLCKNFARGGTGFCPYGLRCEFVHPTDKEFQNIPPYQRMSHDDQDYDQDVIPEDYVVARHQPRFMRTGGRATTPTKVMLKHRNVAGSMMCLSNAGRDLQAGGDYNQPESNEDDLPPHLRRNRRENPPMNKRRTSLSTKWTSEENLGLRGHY
# AGP1 TOR yeast: modulators of TOR pathway AGP1-GFP in S. cerevisiae | S. cerevisiae AGP1-GFP multiplex flow cytometry, 3 h; GFP as percent of DMSO wells | GFP response vs DMSO, % at 10 µM | hit rate 0.02% among 320,000 | AID 2066;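 active = GFP response relative to DMSO above a set limit, near screen average plus 3 SD, cut at about 150% in these data; inconclusive = fewer than 70 cells counted for the yeast strain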;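 note: median GFP channel fluorescence of the gated AGP1 strain per well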
# Fam108B counter: Fam108B inhibition, counter-screen for RBBP9 inhibitors; recombinant Fam108B, FP-Rh probe fluorescence polarization; inhibition, % at 9.51 µM; hit rate 0.33% among 300,000;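 active = inhibition above the screen mean inhibition plus 3 SD, computed separately per campaign, cut at about 18% in these data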;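 note: inhibitors lower polarization as less probe binds the enzyme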
# * = called active by the depositor; ? = inconclusive; . = not tested or not shown.
SMILES,GRK2 inh,GLD-1 TGE inh,BCLXL inh,MCL1-BIM inh,VLA-4 inh,CIT2-GFP yeast,MEX-5 binding,AGP1 TOR yeast,Fam108B counter
COc1ccccc1NC(=O)N1CCC(NC(=O)C(Cc2ccccc2F)NC(C)=O)CC1 (stereo unspecified),3,2,1,-2,4,106,-0.3,102,-2
N#Cc1ccc(N2C(=O)[C@@H]3C(C(=O)c4ccc5ccccc5n4)=NN[C@@H]3C2=O)cc1,0,2,10,-3,-6,103,3.9,99,3
Cc1cccc(N(C(=O)Nc2ccccc2)C2=NCC(C)S2)c1 (stereo unspecified),1,-6,2,2,24,100,-1.5,104,-1
O=C(c1ccccc1)N1CCN(C2C3CC4CC(C3)CC2C4)CC1 (stereo unspecified),1,2,4,0,-4,103,-0.5,95,2
Cc1ccc(NC(=O)COC(=O)C2COc3ccccc3O2)cc1 (stereo unspecified),0,-3,5,2,11,94,.,99,.
O=C(CCCN1C(=O)/C(=C/c2cccs2)SC1=S)Nc1ccccn1,2,6,7,2,2,101,-0.6,96,1
O=C([C@@H]1CC=C[C@@H]2CCN(C3CCCCC3)C(=O)[C@@H]21)N1CCN(c2ccccc2)CC1,0,-2,3,-1,1,106,-0.4,110,8
COc1ccc2c(=O)c(Oc3ccc(C(=O)O)cc3)c(C(F)(F)F)oc2c1,1,-3,5,-9,26,99,0.8,91,-3
CCOC(=O)C1(P(=O)(c2ccccc2)c2ccccc2)CCC1,1,-1,3,8,-6,107,-0.2,110,4
CNC(=O)C1CCN(C(=O)c2ccc(-c3ccccc3)cc2)CC1,0,6,8,5,13,101,0.7,96,-4
N#Cc1c2c(c(Nc3ccc(O)cc3)n3c1nc1ccccc13)CCC2,4,4,6,6,0,107,0.1,107,4
COc1ccc(-n2c(Cc3cc(=O)[nH]c(=O)[nH]3)nnc2SCC(=O)N2CCCC2)cc1,0,12,6,11,-6,101,-1.6,103,1
CCC(C)C(=O)Nc1ncc2c(n1)CC(c1cccs1)CC2=O (stereo unspecified),3,3,6,7,1,.,1.9,114,-1
N#C/C(=C\c1cccc([N+](=O)[O-])c1)c1nnc2n1CCCCC2,100*,5,1,-3,12,108,-24,104,-3
COc1cc(CNc2ccc(CNc3ncn[nH]3)cc2)cc(Cl)c1OCc1ccccc1,1,5,12,12,16,96,2.1,90,3
CSCC[C@H](NC(=O)OC(C)(C)C)C(=O)NCC1CCC(C(=O)N[C@@H](Cc2ccccc2)C(=O)O)CC1 (stereo partly specified),0,1,0,1,6,120,1.2,111,2
Cc1cccc(C)c1NC(=O)CNC(=O)CCNC(=O)c1ccco1,3,-1,-3,-7,-8,94,.,101,.
O=C(/C=C/c1ccc(Cl)cc1)N1CCN(Cc2ccccc2)CC1,44*,0,7,2,0,88,1.5,97,2
COCCOC(=O)C1=C(C)Nc2nc(C)nn2C1c1ccc(F)cc1 (stereo unspecified),1,0,-1,1,-2,103,-1.2,104,-1
CN1CCCCc2c1[nH]c1ccccc1c2=O,0,2,13,-3,-17,103,-1.5,97,3
O=C(CC1SC(=Nc2ccccc2)N(CCc2ccccn2)C1=O)Nc1ccc(F)cc1 (stereo unspecified),0,-8,4,0,9,104,-3.9,105,-5
COC(=O)Cc1c(C)nc2nc(-c3ccc(Cl)cc3)[nH]n2c1=O,2,2,3,-4,17,89,-1.3,94,4
O=C(O)c1ccc(NS(=O)(=O)c2ccc(Cl)c(C(=O)Nc3ccccc3)c2)cc1,1,3,6,10,11,101,-1.2,91,-1
CC(C)(C)OC(=O)NCCc1nnc(SCc2ccc(Cl)cc2Cl)o1,2,0,4,3,0,96,0.0,100,-3
Cc1cc([N+](=O)[O-])nn1CC(=O)Nc1c(C)n(C)n(-c2ccccc2)c1=O,6,5,9,6,21,98,1.0,98,3

# Continued:
SMILES,GRK2 inh,GLD-1 TGE inh,BCLXL inh,MCL1-BIM inh,VLA-4 inh,CIT2-GFP yeast,MEX-5 binding,AGP1 TOR yeast,Fam108B counter
COCCCn1c(SCC(=O)Nc2ccc3c(c2)OCCO3)nnc1-c1ccoc1C,1,2,-1,-4,0,87,1.0,88,-2
O=C(COC(=O)c1cccnc1Nc1ccccc1F)NC1CC1,1,3,-4,-19,10,97,1.2,93,-4
O=C(CSc1ccccc1)NCc1ccccn1,0,2,2,7,33,96,-2.1,94,2
COc1ccc(NS(=O)(=O)c2cc(NC(=O)c3ccc(Cl)cc3)ccc2N2CCOCC2)cc1,0,1,.,.,-16,97,.,96,.
CSCC(O)Cn1[nH]c(=O)c2cc(Cl)c(Cl)cc2c1=O (stereo unspecified),0,1,4,4,0,95,0.6,96,-7
NC(=O)c1ccccc1NC(=O)NC1CCCCC1,0,0,3,4,11,88,-0.1,96,-3
CC(=O)Nc1ccc(S(=O)(=O)c2ccc(N)cc2)cc1N,1,-1,5,3,6,103,-1.8,104,-2
O=CN1CCCN(C(=O)CC2C(=O)NCCN2Cc2cccc(Oc3ccccc3)c2)CC1 (stereo unspecified),2,11,12,24,-3,103,-0.4,96,-2
Cc1cc(OC(=O)c2cc(F)c(F)cc2Cl)nc(C)n1,2,9,3,-2,63*,91,1.3,101,2
O=C(COC(=O)/C=C/c1cccs1)NC(=O)Cc1ccccc1,0,-4,2,5,5,92,-0.7,90,2
O=C(Cn1cnc2ccccc21)NCc1ccccc1,3,7,2,2,2,105,1.3,107,4
CC(NC(=O)c1cc(-c2cccnc2)nc2ccc(Br)cc12)C1CCCO1 (stereo unspecified),0,7,8,13,20,96,1.4,97,2
O=S(=O)(c1ccc(F)cc1)N1CCN=C1SCc1cccc(F)c1,0,8,10,6,-21,104,-2.7,98,1
CCOC(=O)COc1ccccc1/C=C1\NC(=O)NC1=O,0,0,8,5,2,92,-3.0,99,2
CCOC(=O)N/N=C\C=C\c1ccc2c(c1)OCO2,2,3,2,4,-5,108,1.9,102,-2
Nc1ccc(Nc2ccccc2)c(Cl)c1,2,8,4,16,-1,91,-0.5,97,0
O=C(COc1ccccc1)N1CCN=C1c1ccccc1,0,1,5,5,5,.,3.6,106,-2
O=C(COC(=O)C1CCN(S(=O)(=O)c2cccs2)CC1)Nc1ccccc1Br,1,-3,8,5,9,102,0.7,102,-2
O=C(O)Cn1c(=O)c2c3c(sc2n(Cc2ccccc2)c1=O)CCCC3,2,-4,1,2,7,109,-1.8,105,5
COc1ccc(Br)cc1/C=N/n1nnnc1N,0,2,-2,-8,-1,136,-0.1,111,-6
O=C(CSc1nnc(C2COc3ccccc3O2)o1)N1CCCc2ccccc21 (stereo unspecified),0,2,5,-2,1,103,-1.0,99,3
CCOC(=O)COc1ccc(S(=O)(=O)NCc2cccnc2)cc1,2,-3,2,-3,-3,110,1.0,107,0
COc1ccccc1C1=NOC(COc2ccc3c(C)cc(=O)oc3c2)C1 (stereo unspecified),2,-1,-1,3,-4,.,-2.7,.,-7
CC1CCN(c2ccc3nnc(CCC(=O)Nc4cccc(F)c4)n3n2)CC1,0,6,1,-2,0,104,-0.1,95,3
Cc1ccccc1-c1nnc(SCC(=O)NC2CCS(=O)(=O)C2)n1C (stereo unspecified),1,1,.,.,11,106,.,102,.

# (listing goes on)
SMILES,GRK2 inh,GLD-1 TGE inh,BCLXL inh,MCL1-BIM inh,VLA-4 inh,CIT2-GFP yeast,MEX-5 binding,AGP1 TOR yeast,Fam108B counter
CCOC(=O)c1c(NC(=O)/C=C/C(=O)O)sc(C)c1-c1ccc(Cl)cc1,0,-5,11,6,-10,84,1.4,90,-3
O=C(NCCC1=CCCCC1)C(c1ccccc1)c1ccccc1,0,3,7,2,1,101,-0.3,98,0
CCC(C)(C)NC(=O)CN(C(=O)c1snc(C(N)=O)c1N)c1ccc2nc(C)sc2c1,6,-5,1,5,-4,106,-0.3,104,3
COc1ccccc1CN1C(=O)[C@@H]2Cc3c([nH]c4ccccc34)C(C)(C)N2C1=O,0,-1,4,4,13,91,-0.6,88,1
CC(=O)N1CCc2cc(S(=O)(=O)CCC(=O)NCCc3ccccc3)ccc21,1,1,5,-1,18,?,-1.4,?,-1
Cc1cc(C)n(C(=O)c2ccc([N+](=O)[O-])cc2N)n1,2,4,-4,-11,7,100,-3.2,95,0
c1ccc(CNc2nc3ccccc3[nH]2)cc1,0,0,3,9,24,101,-0.5,101,0
O=C(C1CCN(S(=O)(=O)c2cccc3nsnc23)CC1)N1CCn2c1nc1ccccc12,1,-2,5,3,-4,90,-1.7,104,-4
CCNC(=S)N/N=C/c1sc(N2CCCCC2)nc1-c1cccs1,1,-47,-5,-3,0,96,?,98,0
CNC(=O)C12CC3CC(C1)CC(c1ccc(C)cc1)(C3)C2,0,2,0,3,15,107,0.2,105,-9
COc1ccc(N(CC(=O)NC2CC3CCC2C3)S(=O)(=O)c2ccccc2)cc1Cl (stereo unspecified),0,.,.,.,-22,117,0.0,111,.
O=C(Nc1ccccc1N1CCOCC1)c1ccc([N+](=O)[O-])o1,0,4,-2,1,14,52,-3.2,22,2
COc1cc2[nH]c3c(c2cc1OC)CCN1CCCC[C@@H]31,4,8,16,18,-4,91,-6.2,98,3
CSc1nc2[nH]ncc2c(=O)[nH]1,4,2,0,11,5,93,-0.9,94,2
CCOC(=O)CSc1nc2cc(C(=O)OC)ccc2c(=O)n1CCN1CCOCC1,0,2,2,-3,-10,105,-2.2,103,-3
Clc1cccc(C2=NOC(c3nnc(-c4ccccc4)o3)C2)c1 (stereo unspecified),1,2,8,9,17,90,0.7,85,0
Cc1ccc(/C=N/NC(=O)CNC(=O)COc2ccccc2)cc1,2,6,3,0,-2,101,1.3,102,2
COc1ccccc1-n1cc(-c2ccccc2)c2c(=S)nc[nH]c21,0,1,8,13,-4,108,1.3,97,2
Oc1cccc(/C=N/N=C/c2cccc(O)c2O)c1O,2,-1,4,19,7,100,-37*,136,1
CC(Sc1nc(N)cc(=O)[nH]1)C(=O)Nc1sc2c(c1C#N)CCCC2 (stereo unspecified),9,-4,9,-1,18,96,-0.8,101,-1
CCCCNc1nc(Cl)nc(Nc2ccc(C)cc2)n1,.,0,-3,-7,-1,92,0.8,101,-4
CCC1(C)Cc2ccccc2-c2nc(NCCCO)n(-c3ccccc3)c(=O)c21 (stereo unspecified),1,7,1,4,9,97,1.5,98,-1
CC(=O)Oc1ccc2c(=O)c(-c3ccccc3)c(C)oc2c1,2,6,-1,3,-8,94,-1.2,95,-2
Cc1ccc(NC(=S)N/N=C/c2c(C)[nH]c3ccccc23)cc1,0,-9,4,-5,-38,120,-3.4,64,11
COc1cc(C(=S)N2CCOCC2)ccc1OC(=O)c1ccc([N+](=O)[O-])cc1[N+](=O)[O-],0,3,6,23,-4,101,-0.2,94,0
COCCCNC(=O)/C=C/c1ccc(OCc2c(F)cccc2Cl)cc1,2,2,-3,5,20,86,-0.3,84,0
CS(=O)(=O)N(CC(=O)NCCSCc1ccccc1)c1ccccc1Cl,0,-10,-6,-13,6,109,1.7,98,4

# An excerpt from above in order of length of the SMILES, low to high.
SMILES,GRK2 inh,GLD-1 TGE inh,BCLXL inh,MCL1-BIM inh,VLA-4 inh,CIT2-GFP yeast,MEX-5 binding,AGP1 TOR yeast,Fam108B counter
CCOC(=O)COc1ccccc1/C=C1\NC(=O)NC1=O,0,0,8,5,2,92,-3.0,99,2
CCNC(=S)N/N=C/c1sc(N2CCCCC2)nc1-c1cccs1,1,-47,-5,-3,0,96,?,98,0
COc1ccccc1NC(=O)N1CCC(NC(=O)C(Cc2ccccc2F)NC(C)=O)CC1 (stereo unspecified),3,2,1,-2,4,106,-0.3,102,-2
